Bioassay records: PubChem BioAssay, National Center for Advancing Translational Sciences (NCATS)
GLP1R cytotox: cytotoxic in the GLP-1 receptor inverse agonist counter-screen; AID 624418; HEK293 cAMP-luciferase reporter cells, luminescence, 24 h; Potency, µM (top dose mostly 38.3 µM), inactives show top-dose activity change, negative = inhibition, most hits filed as inhibitors; 0.13% of 410,000 active;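 also: loss of luciferase light is scored as toxicity; % is scaled to controls: 0 for no effect and ±100 for the full control effect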
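Cells in DMEM/10% Nu serum/1% pen-strep, 1536-well format. Pre-incubated 12 h, dosed with 23 nL compound, incubated a further 24 h. Luciferase detection, 12 min at room temp, luminescence.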
PTHR1 ag: PTHR1 (human) receptor agonism. 0.075% of 410,000 active. HEK293 GP2 PTHR1 cells, GloSensor cAMP luminescence, 1 h. Potency, µM (series often up to 115 µM), for inactives: at the top dose activation, actives largely listed as activators; also: nearly all actives have a fitted effect of over 55% in size; some results filed as inactive show a strong effect at the top dose; inactives centre near -15; many of its hits are not listed in these tables
Target sequence (Q03431 whole entry, looked up): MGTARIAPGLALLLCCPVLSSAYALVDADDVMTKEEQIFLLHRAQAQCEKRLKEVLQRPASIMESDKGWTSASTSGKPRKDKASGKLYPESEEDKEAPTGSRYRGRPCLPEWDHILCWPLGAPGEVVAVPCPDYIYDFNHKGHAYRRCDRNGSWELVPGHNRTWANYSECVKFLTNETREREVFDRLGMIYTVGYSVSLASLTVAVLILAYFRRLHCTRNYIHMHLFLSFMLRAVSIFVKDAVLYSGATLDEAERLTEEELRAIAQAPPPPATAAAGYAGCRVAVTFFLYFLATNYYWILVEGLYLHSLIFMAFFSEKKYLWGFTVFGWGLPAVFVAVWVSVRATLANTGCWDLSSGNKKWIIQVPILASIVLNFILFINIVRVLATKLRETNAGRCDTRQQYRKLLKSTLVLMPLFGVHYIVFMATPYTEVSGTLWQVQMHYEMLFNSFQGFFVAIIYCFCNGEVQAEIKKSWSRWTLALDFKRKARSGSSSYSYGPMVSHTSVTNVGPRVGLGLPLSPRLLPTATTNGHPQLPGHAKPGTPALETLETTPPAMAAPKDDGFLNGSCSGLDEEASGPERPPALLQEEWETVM
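HEK-293-derived GP2 cells expressing PTHR1 and a GloSensor cAMP reporter, 3,000/well, plated overnight, given luciferin plus IBMX (each 0.5 mM as added) for 1 h at 37 °C, then compound for 1 h at 37 °C. Luminescence was read after 15 min at room temperature.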
GLP-1R inv ag: GLP-1 receptor (human) inverse agonism; P43220; HEK293 GLP-1R CRE-luciferase, luminescence, 24 h; GLP-1R form is constitutively active; Potency, µM (series often up to 38.3 µM), for the others: at the highest dose activity change, negative = inhibition, most hits filed as inhibitors; 1.6% of 410,000 active; AID 624417; also: % is scaled to controls: 0 for no effect and ±100 for the full control effect; nearly all actives have a fitted effect of over 55% in size
Target sequence (P43220 whole entry, looked up): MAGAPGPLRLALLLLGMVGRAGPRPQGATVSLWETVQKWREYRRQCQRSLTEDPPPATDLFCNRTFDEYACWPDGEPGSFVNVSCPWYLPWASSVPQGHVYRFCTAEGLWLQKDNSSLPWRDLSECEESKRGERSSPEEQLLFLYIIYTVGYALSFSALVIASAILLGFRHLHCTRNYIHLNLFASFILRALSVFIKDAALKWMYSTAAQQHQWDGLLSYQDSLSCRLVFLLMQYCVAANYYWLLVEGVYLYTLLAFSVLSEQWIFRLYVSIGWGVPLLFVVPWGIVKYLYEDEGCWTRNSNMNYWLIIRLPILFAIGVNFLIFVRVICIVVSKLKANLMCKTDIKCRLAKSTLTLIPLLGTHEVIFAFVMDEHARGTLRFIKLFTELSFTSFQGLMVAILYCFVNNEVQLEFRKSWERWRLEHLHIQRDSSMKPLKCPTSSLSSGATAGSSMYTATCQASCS
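Inverse agonism was detected as reduced cAMP-driven luciferase luminescence after 24 h compound treatment. The cells were HEK293 clones expressing constitutively active human GLP-1R with the reporter. Reporter-only and GPR119 cell lines served as counterscreen controls.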
Numbers without * were called inactive; i = inactive; ? = inconclusive; [ ] = another dose, or the depositor's remark. Calls follow the shape of the dose curve; as a rule, active = well fitted curve in the direction sought with a large enough effect; inconclusive = small, poorly fitted or top-dose-only effect, or another doubt; inactive = no such curve, though single readings can be large; an effect the other way counts as inactive or inconclusive. Potency is read from the fitted curve at half-maximal effect. These rows are one share of the data; the hit share may differ from the screen's.

Sample of the layout, 2 compounds:
SMILES | GLP1R cytotox | PTHR1 ag | GLP-1R inv ag
Cc1ccc(N2CC(NC(=O)c3cccs3)CC2=O)cc1C (centres undefined) | 4.4% | -8.9% | -1.9%
O=C(CSc1ncc(-c2ccccc2)[nH]1)Nc1ccc(Cl)cc1 | -8.2% | i | ?

The whole of this part, from the start:
SMILES | GLP1R cytotox | PTHR1 ag | GLP-1R inv ag
Cc1ccc(N2CC(NC(=O)c3cccs3)CC2=O)cc1C (centres undefined) | 4.4% | -8.9% | -1.9%
O=C(CSc1ncc(-c2ccccc2)[nH]1)Nc1ccc(Cl)cc1 | -8.2% | i | ?
CCN1C(=O)c2ccccc2S(=O)c2ccc(C(=O)NCc3ccc(Cl)cc3)cc21 (centres undefined) | 3.1% | 0.5% | 6.2%
CSc1ccc(CCNC(=O)C2=C(C)C(=O)OC23CCCCC3)cc1 | 1.0% | i | 5.1%
COc1cccc(NS(=O)(=O)c2ccc3[nH]cc(C(=O)NC(C)c4ccccc4)c(=O)c3c2)c1 (centres undefined) | -16.9% | ? | ?
Cc1ccc(CNC(=O)c2cc(=O)c3cc(C)cc(C)c3o2)cc1 | 0.0% | -22.7% | 0.3%
COc1ccccc1NC(=O)c1oc2ccccc2c1NC(=O)C(C)C | -8.4% | i | 9.3%
CCOCCc1nn2c(=O)cc(COC(=O)c3ccccc3NC(=O)c3cccs3)nc2s1 | 1.7% | -21.8% | 0.2%
COc1cccc(CNC(=O)C2(c3cccs3)CCOCC2)c1 | -1.7% | i | -7.4%
Cc1ccc(S(=O)(=O)c2nnn3c2nc(N2CCCC(C)C2)c2cc(Cl)ccc23)cc1C (centres undefined) | 13.2% | i | 3.7%
O=C(Nc1ccc(F)c(Cl)c1)N1CC=C(c2c[nH]c3ccccc23)CC1 | 15.7% | i | -25.9%
Cc1ccc(CCNC(=O)c2nn(C)c3c2CSc2ccccc2-3)cc1 | 5.3% | -65.8%[inhibitor] | -7.4%
CCCN(CCC)C(=O)Cn1c(SCc2cccc(C(F)(F)F)c2)nc2cccnc21 | -5.8% | -9.1% | -25.0%
CCCCCCc1cc2cc(-c3nnc(-c4cccc(Cl)c4)o3)c(=O)oc2cc1O | 6.6% | -38.4%[inhibitor] | 10.2%
O=C(NCCc1ccccc1)C(=O)NCC(c1cccnc1)N1CCN(c2ccccc2F)CC1 (centres undefined) | -11.8% | -25.2% | -27.9%
COc1ccc(Cl)cc1NC(=O)c1c(C(=O)Nc2cccc(C)c2C)sc2nc(C)cc(=O)n12 | 4.5% | i | 0.9%
Cc1oc(-c2ccccc2Cl)nc1CSc1nc2ncccc2[nH]1 | -3.8% | -6.7% | 5.4%
Cc1cc(OC(C)C(=O)N(Cc2ccco2)Cc2ccco2)cc(C)c1Cl (centres undefined) | 0.6% | -23.9% | 10µM*
Cc1nnc(N2C(=O)c3oc4ccccc4c(=O)c3C2c2ccc(Cl)cc2)s1 (centres undefined) | 34.8%[activator] | i | 14.7%
CCc1ccc(NC(=O)CSc2nc3c([nH]c4ccccc43)c(=O)n2C)cc1 | -19.3% | i | 13.1%
O=C(Cc1ccccc1)Nc1sc2c(c1C(=O)Nc1ccc(Cl)cc1)CCCC2 | -4.2% | -69.6%[inhibitor] | -15.3%
O=C(COc1ccccc1F)Nc1ccccc1OCc1cc(=O)n2ccccc2n1 | -3.5% | -8.7% | -8.3%
O=C(Cn1c(=O)n(Cc2cccs2)c(=O)c2cccnc21)Nc1ccc(F)cc1 | 1.3% | ? | 0.1%
CCCOc1ccc(CN2C(=O)C(=O)c3cccc(C)c32)cc1 | -18.8% | -37.0%[inhibitor] | -22.8%
COc1ccc(-n2ncc(C(=O)N3CCN(C4CCCCC4)CC3)c2C2CCN(C(=O)OC(C)(C)C)CC2)cc1 | -0.6% | -4.9% | -12.6%
COc1cccc(CNC(=O)CSc2ccc(-c3sc(-c4ccccc4)nc3C)nn2)c1 | -0.4% | -23.7% | 7.1%
O=C(Nc1c(C(=O)c2ccc(F)cc2)oc2ccccc12)c1cc(-c2ccccc2)on1 | 7.9% | i | 5.5%
Cc1c2cnn(-c3ccccc3)c(=O)c2c(C)n1CC(=O)NCc1ccccc1 | -5.2% | -9.6% | 13.1%
O=C(CSc1nc2cc(C(=O)NC3CCCC3)ccc2c(=O)n1CC1CCCO1)c1cccc(Cl)c1 (centres undefined) | -3.1% | 5.4% | -14.8%
Cn1c(=O)n(C)c2cc(CNCc3ccccc3)ccc21 | -0.6% | -1.4% | 5.3%
COC(=O)c1c(NC(=O)c2cc(=O)c3cc(C)cc(C)c3o2)sc2c1CCC2 | -4.0% | i | 7.4%
Cc1noc(/C=C/c2ccccc2F)c1S(=O)(=O)N1CCC(C(=O)N(C)Cc2ccco2)CC1 | -4.9% | i | ?
CCCOc1ccc(-c2nonc2NC(=O)c2ccco2)cc1OCCC | 0.4% | -14.4% | -8.0%
COc1ccc(S(=O)(=O)N2CCC(N3CCN(Cc4ccc(F)cc4)C(=O)C3=O)CC2)cc1 | 14.1% | i | 4.7%
Cc1ccc(NC(=O)c2cc3c(=O)n(Cc4ccco4)ccc3nc2C)cc1C | -7.6% | -18.5% | ?
COc1ccc(CCNC(=O)C2CCC(CNS(=O)(=O)c3ccc(C)cc3)CC2)cc1OC (centres undefined) | -14.1% | i | 46.8%[activator]
O=S(=O)(NCc1csc(-c2ccccc2)n1)c1cccc(F)c1 | -3.3% | -4.0% | -8.4%
Cc1ccc(-n2nc(C)c(C(=O)NCCCN3CCN(c4ccccc4F)CC3)c2-n2cccc2)cc1 | -13.2% | -92.4%[inhibitor] | ?
Cc1ccc2sc(N(CCCN(C)C)C(=O)c3ccco3)nc2c1C | -22.5% | ? | ?
CCCN(Cc1cccs1)C(=O)Nc1cc(Cl)c(OC)cc1OC | 0.8% | i | -31.7%

Record cards (already shown). Order of screens: GLP1R cytotox	PTHR1 ag	GLP-1R inv ag
CSc1ccc(CCNC(=O)C2=C(C)C(=O)OC23CCCCC3)cc1 is listed as 1.0%	i	5.1%
COc1cccc(CNC(=O)C2(c3cccs3)CCOCC2)c1 is listed as -1.7%	i	-7.4%
O=C(Nc1c(C(=O)c2ccc(F)cc2)oc2ccccc12)c1cc(-c2ccccc2)on1 is listed as 7.9%	i	5.5%
Cc1oc(-c2ccccc2Cl)nc1CSc1nc2ncccc2[nH]1 is listed as -3.8%	-6.7%	5.4%
COC(=O)c1c(NC(=O)c2cc(=O)c3cc(C)cc(C)c3o2)sc2c1CCC2 is listed as -4.0%	i	7.4%

Remaining list, next part
SMILES | GLP1R cytotox | PTHR1 ag | GLP-1R inv ag
O=S1(=O)c2ccccc2N(Cc2ccccc2)c2ccccc21 | 16.1% | i | 10.3%
N#C/C(=C/c1ccc(O)cc1)c1nc(-c2ccc(-c3ccccc3)cc2)cs1 | 7.0% | -13.0% | 13.6%
CCC(=O)Oc1c(Sc2ccc(C)cc2)c(C)nn1-c1ccccc1 | 0.3% | i | -20.0%
COc1ccccc1OC(C)C(=O)N1CCN(CCc2ccccn2)CC1 (centres undefined) | 3.5% | i | -3.0%
Cc1ccc(Cl)cc1N1CCN(C(=O)C2CCCN(Cc3nc(-c4cccc(Cl)c4)oc3C)C2)CC1 (centres undefined) | 1.7% | i | 3.98µM*
CCCn1ccc2c(OCC(=O)Nc3cc(C)ccc3C)cccc2c1=O | 8.9% | -8.6% | 10.7%
COc1cccc(CNc2ncc(-c3ccc(Br)cc3)n2C)c1 | 4.6% | 1.0% | -13.3%
COc1cccc2sc(N3CCN(C(=O)CS(=O)(=O)c4ccc(Cl)cc4)CC3)nc12 | 2.7% | -39.1%[inhibitor] | -24.5%
COc1c(C)cccc1C(=O)Nc1ccc(Cl)c(-c2nc3cc(C)ccc3o2)c1 | 1.3% | -28.4% | ?
Cc1cccc(C(=O)OCc2cc(=O)n3nc(C4CCCCC4)sc3n2)c1 | 0.4% | -27.8% | 13.5%
Cc1c2cnn(-c3ccccc3)c(=O)c2c(C)n1CCCC(=O)Nc1cc(F)ccc1F | 2.1% | -8.8% | -19.6%
Cc1cc(C)c2c(=O)cc(C(=O)Nc3ccc(S(=O)(=O)N(C)Cc4ccccc4)cc3)oc2c1 | -4.5% | i | 11.1%
Cc1ccc(F)cc1NC(=O)Cn1c(=O)nc(-c2ccccc2F)c2cc(Cl)ccc21 | 4.4% | i | 5.8%
Cc1ccc2c(=O)cc(C(=O)Nc3sc4c(c3C(=O)NCc3cccnc3)CCCC4)oc2c1C | 4.0% | -53.5%[inhibitor] | 7.9%
COc1ccc(S(=O)(=O)Nc2cccc(-c3ccc(N4CCCC4)nn3)c2)cc1OC | 1.4% | -10.2% | -16.9%
Cc1ccc(NC(=O)c2nnn(Cc3cccc(C(F)(F)F)c3)c2N)c(C)c1 | 0.4% | -16.7% | ?
CCc1cc2c(cc3c(=O)n(CC(=O)NC4CCCCC4)ncn32)s1 | 6.8% | i | 1.9%
Cc1ccc(-n2c(COCC(=O)O)nc3cccnc32)cc1 | -2.0% | -8.7% | 16.2%
COc1ccc(CC(=O)NC2CC(=O)N(c3cccc(F)c3)C2)cc1 (centres undefined) | 1.4% | i | 1.5%
COc1ccc(OC)c(Nc2nc3ccccc3nc2-n2nc(C)cc2C)c1 | 28.7% | -33.0%[inhibitor] | 22.2%
CCc1cccc(-n2c(=O)c3cccnc3n2CC(=O)NCc2ccccc2Cl)c1 | 0.9% | i | 13.2%
CCc1ccc(NC(=O)CSc2ccc(-c3sc(-c4ccccc4)nc3C)nn2)cc1 | 3.5% | i | 19.5%
O=C(NCCCN1CCCCC1)c1cc(Sc2ccc(Cl)cc2)nc2ccccc12 | -18.4% | i | -0.2%
Cc1cccc(N2CCN(C(=O)c3cccc(-n4c(C)nc5cccnc54)c3)CC2)c1C | 6.2% | i | 13.0%
Cc1nc(-c2cccc(F)c2)sc1CCNC(=O)Cc1ccc(F)cc1 | 10.0% | -35.9%[inhibitor] | ?
CCC(C)NC(=O)c1cccc(NC(=O)c2nsc3ccccc23)c1 (centres undefined) | -15.2% | i | 3.6%
CCn1cc(S(=O)(=O)c2ccc(OC)cc2)c(=O)c2cc(F)c(N3CCC(C)CC3)cc21 | -4.1% | -3.6% | 12.8%
CC(=O)Nc1cccc(C(=O)NCc2ccc3c(c2)CCN3C(=O)c2ccccc2)c1 | -16.8% | -17.5% | 12.3%
CC1(C)CC(=O)c2cc(-c3nc(-c4ccc(Cl)cc4)cs3)c(=O)n(-c3ccc(F)cc3)c2C1 | 0.2% | 29.2% | -24.2%
CCOCCCNC(=O)c1ccc(NC(=O)N2CCCCc3ccccc32)cc1 | -10.6% | i | 32.7%
CCC(=O)N1CCc2cc(CNC(=O)Nc3cc(Cl)ccc3C(=O)OC)ccc21 | -28.0% | -31.8%[inhibitor] | 1.7%
O=C(CSc1nc2ccccc2c2nc(-c3ccccc3)nn12)Nc1ccc(Br)cc1 | -18.0% | -7.0% | 0.8%
Cc1c(Cl)cccc1NC(=O)C(=O)NCCc1csc2nc(-c3ccccc3F)nn12 | 0.1% | 4.1% | ?
COc1ccccc1N1CCN(c2ccc(NC(=O)c3ccc(C)cc3)cc2C(=O)O)CC1 | -4.6% | i | 10.0%
Cc1ccccc1CCNCc1c(C(=O)O)c(C)n(Cc2c(F)cccc2Cl)c1C | -9.2% | i | -11.8%
CC(C)c1cnc2c(c1SCC(=O)Nc1cccc([N+](=O)[O-])c1)c(=O)n(C)c(=O)n2C | -10.3% | -61.6%[inhibitor] | 15.3%
CCNC(=O)C1CCN(c2nnc(C)c3c(C)n(-c4ccc(OC)cc4)nc23)CC1 | 2.3% | 28.7% | 29.3%
CCOc1ccccc1-c1noc(CSc2nnc(-c3ccncc3)n2-c2ccc(F)cc2)n1 | 1.0% | -1.3% | 10.7%
COc1cccc(CNC(=O)c2ccc3c(c2)N(Cc2ccc(C(F)(F)F)cc2)C(=O)c2ccccc2S3)c1OC | 9.4% | 29.6% | ?
O=C(Nc1ccc(Cl)cc1)N1CCC(CN2CCCCCC2)CC1 | -5.2% | -15.0% | -22.9%
Cc1ccc(C)c(CN2C(=O)c3ccccc3Sc3ccc(C(=O)NCc4ccco4)cc32)c1 | -8.5% | i | ?
O=C(Cn1c(=O)n2nc(-c3cccc(F)c3)nc2c2ccccc21)N1CCN(c2ccc(F)cc2)CC1 | -8.9% | -24.5% | 10.2%
O=C(NCC(c1cccnc1)N1CCOCC1)C(=O)Nc1ccc(F)cc1 (centres undefined) | 5.2% | i | 5.5%
